GSTO1 counter = GSTO1 inhibition, counter-screen for RBBP9 inhibitors; P78417; recombinant GSTO1, activity-based probe fluorescence polarization; inhibition, % at 5.96 µM; 300,000 tested, 1.1% active; AID 1974;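 active = inhibition above the campaign mean inhibition plus 3 SD, cut at about 35% in these data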;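 also: 0% = GSTO1-1 with DMSO and 100% = wells lacking GSTO1-1 enzyme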
PME-1 inh = blocks human protein phosphatase methylesterase 1; AID 2130; inhibition, % at 5.9 µM; recombinant PME-1, FP-Rh probe fluorescence polarization; 320,000 tested, 0.53% active;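 active = inhibition above the campaign mean of all compounds plus 3 SD, cut at about 26% in these data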;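 also: competitive labeling of PME-1 active site by serine hydrolase directed probe; 0% = PME-1 with DMSO and 100% = wells lacking PME-1 enzyme; inhibitors block probe labeling so polarization falls and inhibition rises; many of its hits are not listed in these tables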
Target sequence (Q9Y570 whole entry, looked up): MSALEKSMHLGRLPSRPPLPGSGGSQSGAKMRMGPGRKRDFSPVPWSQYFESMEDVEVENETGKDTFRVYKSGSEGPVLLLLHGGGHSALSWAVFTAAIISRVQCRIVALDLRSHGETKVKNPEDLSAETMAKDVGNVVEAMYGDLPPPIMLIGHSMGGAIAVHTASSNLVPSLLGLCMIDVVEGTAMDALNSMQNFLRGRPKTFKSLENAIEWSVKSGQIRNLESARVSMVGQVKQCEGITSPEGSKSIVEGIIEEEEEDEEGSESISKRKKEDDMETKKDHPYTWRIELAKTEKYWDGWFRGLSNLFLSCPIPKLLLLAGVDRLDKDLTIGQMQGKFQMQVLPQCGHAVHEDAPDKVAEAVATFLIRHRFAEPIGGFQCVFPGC
Bcl-xL primary = Bcl-xL (human) inhibition | Q07817 | GST-Bcl-xL / FITC-Bim BH3 peptide fluorescence polarization | inhibition, % at 10.9 µM | 320,000 tested, 0.7% active;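 active = inhibition above the mean of all tested compounds plus 3 SD, cutoff set per campaign, cut at about 30% in these data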;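 also: 0% = DMSO wells and 100% = unlabeled Bim-BH3 peptide competitor; inhibitors lower millipolarization by displacing the labeled peptide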
Target sequence (Q07817 whole entry, looked up): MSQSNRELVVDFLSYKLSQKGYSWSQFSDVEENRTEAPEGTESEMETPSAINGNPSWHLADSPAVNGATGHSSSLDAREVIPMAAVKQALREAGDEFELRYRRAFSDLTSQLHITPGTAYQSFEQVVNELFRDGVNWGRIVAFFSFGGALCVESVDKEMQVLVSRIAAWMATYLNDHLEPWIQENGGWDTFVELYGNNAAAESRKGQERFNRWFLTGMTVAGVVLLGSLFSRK
MEX-5 binding = C. elegans MEX-5 TCR-2 RNA binding activity; Q9XUB2; MEX-5/FITC-TCR2 RNA binding, fluorescence polarization; hits give low values; activity score (negative = inhibition of binding), % at 10 µM; 300,000 tested, 0.38% active; AID 1832;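 active = inhibition past about -25% in most replicates, and total fluorescence under double the plate's negative control median, limit read from the data; inconclusive = replicates evenly split on the limit, or fluorescence at least double controls; inactive = too little inhibition in most replicates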;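 also: 0% = DMSO and -100% = 5 µM competing unlabeled TCR2 RNA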
Target sequence (Q9XUB2 whole entry, looked up): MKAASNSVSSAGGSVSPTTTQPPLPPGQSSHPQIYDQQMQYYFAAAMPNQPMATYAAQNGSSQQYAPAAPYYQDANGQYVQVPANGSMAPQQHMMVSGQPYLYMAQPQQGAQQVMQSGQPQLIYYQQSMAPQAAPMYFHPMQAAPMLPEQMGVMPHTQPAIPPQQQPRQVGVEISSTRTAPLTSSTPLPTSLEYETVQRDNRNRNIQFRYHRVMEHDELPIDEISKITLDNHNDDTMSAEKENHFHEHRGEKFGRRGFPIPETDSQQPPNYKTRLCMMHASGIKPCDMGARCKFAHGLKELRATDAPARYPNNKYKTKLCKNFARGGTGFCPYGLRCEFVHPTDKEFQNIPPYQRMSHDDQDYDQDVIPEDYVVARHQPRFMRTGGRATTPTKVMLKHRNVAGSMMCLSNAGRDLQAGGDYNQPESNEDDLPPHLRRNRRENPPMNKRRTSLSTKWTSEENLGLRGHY
TPT1 inhibitor = C. albicans TPT1 enzyme inhibition. recombinant caTPT1, FP RNA substrate dephosphorylation. inhibition, % at 5 µM. 300,000 tested, 0.81% active;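 active = inhibition above the mean of all tested compounds plus 3 SD, set per screening campaign, cut at about 24% in these data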;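 also: plate controls were DMSO alone for no effect and ferristatin control at 100 nM for full effect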
PAD4 inh = blocks human protein arginine deiminase 4. recombinant PAD4, RCA probe fluorescence polarization. AID 485272. inhibition, % at 6.36 µM. Q9UM07. 330,000 tested, 0.41% active;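 active = percent inhibition above a cutoff equal to the mean of all tested compounds plus 3 SD, cut at about 15% in these data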;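 also: 0% = PAD4 with RCA probe and DMSO and 100% = probe without PAD4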
Fam108B counter = counter-screen for RBBP9 inhibitors: inhibitors of mouse Fam108B; AID 1947; 300,000 tested, 0.33% active; recombinant Fam108B, FP-Rh probe fluorescence polarization; inhibition, % at 9.51 µM;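 active = inhibition above the screen mean inhibition plus 3 SD, computed separately per campaign, cut at about 18% in these data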;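 also: inhibitors lower polarization as less probe binds the enzyme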
GLD-1 RNA inh = GLD-1-TGE RNA interaction inhibition (C. elegans); AID 2280; purified GLD-1 + fluorescein TGE RNA, fluorescence polarization; inhibition, % at 5.96 µM; 320,000 tested, 0.44% active;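 active = percent inhibition above a per-plate cutoff, the plate mean of test compounds plus 3 SD, cut at about 30% in these data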;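 also: 0% = DMSO wells with GLD-1 and probe and 100% = wells lacking GLD-1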
MCL1-BIM inh = inhibitors of human MCL1 binding to BIM-BH3 peptide. Q07820. inhibition, % at 10.9 µM. GST-MCL1 / FITC-Bim-BH3 fluorescence polarization. 320,000 tested, 0.68% active;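 active = inhibition above the mean inhibition of all tested compounds plus 3 SD, set per campaign, cut at about 40% in these data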;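 also: 0% = DMSO wells and 100% = unlabeled Bim-BH3 peptide control; higher means more loss of mP so more displacement of Bim peptide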
The depositor's hits bear a star; ? = inconclusive; / = no result given. Only part of the results is shown, so the mix of outcomes need not match the whole.

nr | structure | MCL1-BIM inh | GLD-1 RNA inh | MEX-5 binding | TPT1 inhibitor | GSTO1 counter
1 | Cc1ccc(NC(=O)CN2C(=O)N/C(=C/c3ccco3)C2=O)cc1 | 25 | 5 | -2.8 | 2 | -14
2 | Cc1cc(C)c(NC(=O)CO/N=C2\CCCc3nonc32)c(C)c1 | 7 | -1 | 4.7 | 2 | 9
3 | C=C(C)c1cccc(C(C)(C)NC(=O)Nc2cc(C)ccn2)c1 | 9 | 5 | 1.1 | 2 | -1
4 | CCc1ccc2nc(NC(=O)C3CCN(c4ncnc5sc(C)c(C)c45)CC3)sc2c1 | -18 | 3 | / | / | /
5 | Cc1ccc(C(=O)NC(=S)N2CCCC2)cc1 | 21 | 8 | -1.9 | 0 | 8
6 | COc1cc(CCC(=O)N2CCN(c3cccc(C)c3C)CC2)cc(OC)c1OC | -17 | 1 | -0.1 | 0 | -1
7 | O=C(O)CCCC(=O)N1CCc2cc(S(=O)(=O)N3CCc4ccccc43)ccc21 | 5 | -5 | 0.5 | 2 | -9
8 | Cc1noc(/C=C/N(C)C)c1S(=O)(=O)N1CCCC(C(=O)NCc2ccccc2Cl)C1 (stereo not drawn) | -37 | -31 | 4.0 | 13 | 2
9 | Cc1ccc(C)c(OCCC(=O)OCC(=O)Nc2ccc(N3CCOCC3)cc2)c1 | 6 | -3 | 0.8 | 1 | 7
10 | O=C(CSC(=S)N1CCCCC1)Nc1nc(-c2ccccc2)c(-c2ccccc2)o1 | 6 | 1 | -1.8 | 2 | -2
11 | CC(CC(=O)NC1CCCCC1)S(=O)(=O)c1ccc2c(c1)NC(=O)CO2 (stereo not drawn) | 2 | -1 | 1.7 | -2 | -1
12 | NC1=NC(=O)/C(=C/c2ccsc2)S1 | 10 | 14 | / | 3 | 7
13 | Cc1cc(N2CCCc3ccccc32)n2ncnc2n1 | 9 | 11 | -0.4 | -4 | 9
14 | O=C1CCc2ccccc2N1Cc1ccccc1 | -7 | -5 | 0.9 | -4 | 4
15 | COC(=O)c1ccc(C2C(C(=O)Nc3ccccc3C)=C(C)Nc3ncnn32)cc1 (stereo not drawn) | 0 | -4 | 1.5 | -2 | 2

nr | PME-1 inh | PAD4 inh | Fam108B counter | Bcl-xL primary
1 | -2 | 2 | 1 | 7
2 | -8 | -2 | 0 | 5
3 | -8 | 0 | 1 | 6
4 | -21 | -2 | / | -9
5 | 0 | 1 | -2 | 4
6 | -2 | 2 | 1 | -4
7 | 4 | 6 | 0 | 7
8 | 5 | -8 | 1 | -24
9 | -1 | -2 | 5 | 5
10 | 6 | 4 | 0 | 3
11 | -3 | 6 | 3 | 7
12 | 1 | -1 | 10 | 7
13 | -3 | -2 | 1 | 6
14 | 1 | 2 | 3 | 3
15 | -4 | -1 | 5 | 8

Whole records, quoted from the list. Order of values: MCL1-BIM inh, GLD-1 RNA inh, MEX-5 binding, TPT1 inhibitor, GSTO1 counter, PME-1 inh, PAD4 inh, Fam108B counter, Bcl-xL primary
NC1=NC(=O)/C(=C/c2ccsc2)S1 in the list: 10, 14, /, 3, 7, 1, -1, 10, 7
Cc1ccc(NC(=O)CN2C(=O)N/C(=C/c3ccco3)C2=O)cc1 in the list: 25, 5, -2.8, 2, -14, -2, 2, 1, 7
O=C1CCc2ccccc2N1Cc1ccccc1 in the list: -7, -5, 0.9, -4, 4, 1, 2, 3, 3
COc1cc(CCC(=O)N2CCN(c3cccc(C)c3C)CC2)cc(OC)c1OC in the list: -17, 1, -0.1, 0, -1, -2, 2, 1, -4

Next section
nr | structure | MCL1-BIM inh | GLD-1 RNA inh | MEX-5 binding | TPT1 inhibitor | GSTO1 counter
16 | Cc1ccc(C)c(S(=O)(=O)c2c(C)cc(C)[nH]c2=O)c1 | 5 | -5 | -1.5 | -2 | 0
17 | O=C(CC(=O)c1ccccc1O)c1cccc(F)c1 | 1 | 7 | 2.5 | -6 | -6
18 | Oc1ccc(Cl)cc1CNCc1ccc(F)c(F)c1 | 1 | -3 | / | 5 | 6
19 | CC1(C)CC(=O)C=C(Nc2ccc(Cl)c(Br)c2)C1 | 13 | -3 | -2.8 | -3 | 6
20 | CCCCC1=CC2=CC(=O)C(C)(OC(=O)c3cnc4ccccc4n3)C(=O)C2=CO1 (stereo not drawn) | 96* | 97* | ? | 3 | 29
21 | O=C(CC1CCC1)Nc1cccc2c([N+](=O)[O-])cccc12 | -1 | 1 | -0.6 | 2 | -2
22 | C=CCOc1ccc(/C=C2/C(=O)ON=C2C)cc1OCC | -1 | -1 | -11 | 0 | -4
23 | CCOC(=O)C(=O)Nc1nnc(Cc2ccc(OC)c(OC)c2)s1 | -3 | 1 | -3.2 | -6 | 10
24 | Cc1c(NC(=O)COC(=O)c2ccc(S(=O)(=O)N3CCOCC3)cc2)c(=O)n(-c2ccccc2)n1C | 4 | 1 | -0.1 | -3 | 5
25 | Cc1cc(/C(N)=N/OC(=O)c2ccc(Cl)cc2)no1 | 8 | 0 | -0.2 | -1 | 1
26 | COc1cc(C(=O)N(C)CC(=O)Nc2cccc(F)c2)ccc1OCc1ccccc1 | -1 | 7 | -0.2 | 3 | -1
27 | COc1ccccc1NS(=O)(=O)c1ccc2oc(SC3CCOC3=O)nc2c1 (stereo not drawn) | 5 | -1 | 1.6 | -2 | -2
28 | COc1ccccc1OCC(=O)NCC1CCCN(C(=O)c2ccccc2C(C)=O)C1 (stereo not drawn) | 5 | -5 | -1.7 | 0 | 3
29 | COc1ccc(NC(=O)CC(C)C)c(OC)c1 | 5 | 0 | -0.2 | -3 | 4
30 | COc1ccc(/C=C/CN2CCN(CCc3ccccc3)C(CCO)C2)cc1 (stereo not drawn) | -13 | -1 | 1.5 | 4 | 9

nr | PME-1 inh | PAD4 inh | Fam108B counter | Bcl-xL primary
16 | -5 | 2 | 5 | 6
17 | 1 | 6 | -2 | 5
18 | -1 | -4 | 2 | 0
19 | -6 | -1 | 0 | 4
20 | 31* | 31* | 19* | 64*
21 | 5 | -5 | -2 | 4
22 | -3 | 1 | 0 | 2
23 | 0 | 1 | -5 | -1
24 | -1 | 2 | -1 | 0
25 | 1 | 0 | 0 | 5
26 | 6 | 3 | 0 | 5
27 | 14 | -1 | -1 | 4
28 | -4 | -4 | -2 | 4
29 | -2 | 2 | -2 | 9
30 | -10 | 1 | -3 | -2

(more compounds)
nr | structure | MCL1-BIM inh | GLD-1 RNA inh | MEX-5 binding | TPT1 inhibitor | GSTO1 counter
31 | N#Cc1cc(-c2ccccc2)nnc1Sc1ccc(F)cc1 | -1 | 9 | -0.3 | 0 | -4
32 | CC(C)c1ccc(NC(=O)Nc2cnccn2)cc1 | 1 | 5 | -0.6 | 0 | -2
33 | O=C(CSc1nnc(-c2cccnc2)n1C1CCCCC1)NC1CCCC1 | 0 | -2 | -1.1 | -1 | 0
34 | COCCn1nnnc1C(c1cc2cc(C)ccc2[nH]c1=O)N1CCN(C2CCCCC2)CC1 (stereo not drawn) | 0 | 7 | 2.0 | 0 | -2
35 | CCOc1ccc2nc(NC(=O)CCC(=O)c3cccs3)sc2c1 | 5 | 0 | / | -2 | -1
36 | Cc1cccc(CSc2nnc(Cn3c(=O)sc4ccccc43)n2C)c1 | 1 | 2 | 0.3 | -3 | 3
37 | CCn1cc(C(=O)N2CCc3ccccc32)c(=O)c2cc(S(=O)(=O)N3CCOCC3)ccc21 | 0 | 5 | -1.1 | 3 | -3
38 | Cc1cccc(N2CCN(C(=O)COc3cccc4c3OC(C)(C)C4)CC2)c1C | -16 | -7 | 0.1 | 3 | -2
39 | CCOC(=O)c1ccc(-c2ccc(CO)o2)cc1 | -2 | -2 | 0.6 | 6 | 3
40 | Cc1cc(NC(=O)CSCCO)no1 | 5 | -2 | -2.2 | -2 | 16
41 | S=C(NCCN1CCOCC1)Nc1ccc(Br)cc1 | 4 | -2 | 4.5 | -3 | 0
42 | COC(=O)Cn1c(=O)c2c(nc3n2CCCN3CCc2ccc(OC)c(OC)c2)n(C)c1=O | 3 | 0 | 0.7 | 1 | 5
43 | Cc1ccc(-c2c(C(=O)N/N=C/c3ccc(OC(C)C)cc3)nnn2-c2nonc2N)cc1 | 0 | 8 | 0.6 | -4 | -7
44 | CCC(=O)N/C(N)=N/c1nc(C)c2cc(C)c(C)cc2n1 | -3 | 1 | -0.6 | -3 | 0
45 | O=C(NC1CCCC1)C1CCN(C(=O)c2ccc(Cl)cc2)CC1 | -2 | 9 | -0.9 | -1 | 6

nr | PME-1 inh | PAD4 inh | Fam108B counter | Bcl-xL primary
31 | 2 | -3 | 5 | -3
32 | -14 | 2 | -2 | 1
33 | -4 | -2 | -2 | 0
34 | 1 | 5 | 1 | 6
35 | -3 | -3 | 1 | 3
36 | 6 | -2 | 1 | 2
37 | -7 | 3 | 7 | 3
38 | 5 | 4 | -3 | -5
39 | -5 | -3 | 0 | 1
40 | -4 | 1 | -3 | 6
41 | -2 | -7 | 5 | 3
42 | -6 | -3 | 6 | 4
43 | -26 | 2 | -27 | 4
44 | -11 | 5 | -4 | -2
45 | -3 | -2 | -3 | 4

(listing goes on)
nr | structure | MCL1-BIM inh | GLD-1 RNA inh | MEX-5 binding | TPT1 inhibitor | GSTO1 counter
46 | Cc1cccc(NC(=O)c2nc[nH]c2C(=O)NCc2ccccc2)c1 | -1 | 0 | / | / | /
47 | CC(=O)c1sc(NC(=O)c2c(F)cccc2F)nc1-c1ccccc1 | 5 | -3 | -0.4 | -7 | -23
48 | CCn1c2ccc(CC(=O)O)cc2c2cc(CC(=O)O)ccc21 | 6 | 4 | 1.5 | 2 | 0
49 | CNC(=O)COC(=O)c1cccnc1SC | 2 | 2 | -5.6 | -3 | -5
50 | Cc1ccc(S(=O)(=O)n2nc(-c3ccco3)nc2SCc2ccccc2)cc1 | 6 | 5 | -0.5 | 4 | 17
51 | COc1cccc(CC(CC(=O)O)C(=O)Nc2cc(C)ccc2C)c1 (stereo not drawn) | 3 | 3 | -5.2 | 3 | 5
52 | COc1ccc(C#Cc2c(C=O)n(C)c3ccccc23)cc1 | 9 | -5 | / | / | /
53 | O=C(CN1CCCCC1)Nc1ccc(S(=O)(=O)NC2CCCCC2)cc1 | 12 | -3 | 0.9 | -4 | -2
54 | O=C(c1ccccc1)n1nc(-c2ccccc2)nc1NCc1ccco1 | 1 | 3 | -1.6 | -3 | -1
55 | CCCCc1cc(=O)oc2c(C)c(OCC(=O)N3C[C@H]4C[C@@H](C3)c3cccc(=O)n3C4)ccc12 | -4 | 6 | -4.2 | -1 | -10
56 | CC(=O)C1=C(c2ccc(Br)cc2)C(=O)c2ccccc2C1=O | 0 | 6 | 0.1 | -2 | 39*

nr | PME-1 inh | PAD4 inh | Fam108B counter | Bcl-xL primary
46 | 1 | -3 | / | -5
47 | 1 | -4 | -2 | 6
48 | -1 | 0 | 2 | 3
49 | 0 | 0 | -4 | -1
50 | 4 | 1 | -1 | 3
51 | 10 | -3 | 1 | 4
52 | -1 | -1 | / | 8
53 | 0 | 0 | 2 | 2
54 | -1 | -1 | 1 | 4
55 | 3 | -2 | -3 | 1
56 | 4 | -6 | 9 | 0

Screens as filed in PubChem BioAssay.
